Screening data deposited in PubChem by several laboratories.
AI-2 QS mod: modulators of Vibrio harveyi AI-2 quorum sensing system. AID 2094. Vibrio harveyi JMH597 AI-2 luminescence/OD600 ratio, 9 h; active compounds read low; strain lacks LuxN and CqsS sensors; 0 = neutral-control median. activity change, % at 7.5 µM. 300,000 tested, 0.4% active; in the data active means activity change below about -75%, passing the limit was not always enough; inconclusive means no clear call, values can overlap the other calls;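 further: luminescence divided by OD600 gain over 9 h not by final OD600 alone; inactives centre near 13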
HSF1 activator: increases HSF-1 driven luciferase reporter signal; activation, % at 9 µM; NIH3T3-HGL HSF-1 luciferase reporter, MG132, 8 h; 100% = twice DMSO control signal; 300,000 tested, 1.7% active;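 active means mean replicate activation of at least 50% with a set share of replicates each reaching 50%; inconclusive means only one of those two conditions met; inactive means mean below 50% and too few replicates reaching it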;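 further: 0% = median of the neutral control wells and 100% = twice that signal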
Dyrk1A ADPGlo: blocks rat Dyrk1A kinase activity. Q63470. ADP-Glo luminescence, NFATc1 peptide. inhibition, % at 12.5 µM. 310,000 tested, 0.43% active. AID 504441; in the data active means inhibition above about 50%;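 further: plate controls were vehicle with enzyme for no effect and no enzyme for full effect; many of its hits are not listed in these tables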
GSK3beta inhib: human GSK3beta kinase inhibition | P49841 | GST-GSK3beta kinase, ADP-Glo luminescence, 60 min; active compounds read low | activity score (negative = inhibition), % at 10 µM | 300,000 tested, 0.038% active | AID 2097;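 active means more than half of replicate wells score below -50%, meaning over 50% inhibition versus plate controls; inconclusive means some replicates but at most half score below -50%; inactive means no replicate scores below -50%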;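 further: 0% = median DMSO wells and -100% = median GW8510 positive control wells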
Target sequence (P49841 whole entry, looked up): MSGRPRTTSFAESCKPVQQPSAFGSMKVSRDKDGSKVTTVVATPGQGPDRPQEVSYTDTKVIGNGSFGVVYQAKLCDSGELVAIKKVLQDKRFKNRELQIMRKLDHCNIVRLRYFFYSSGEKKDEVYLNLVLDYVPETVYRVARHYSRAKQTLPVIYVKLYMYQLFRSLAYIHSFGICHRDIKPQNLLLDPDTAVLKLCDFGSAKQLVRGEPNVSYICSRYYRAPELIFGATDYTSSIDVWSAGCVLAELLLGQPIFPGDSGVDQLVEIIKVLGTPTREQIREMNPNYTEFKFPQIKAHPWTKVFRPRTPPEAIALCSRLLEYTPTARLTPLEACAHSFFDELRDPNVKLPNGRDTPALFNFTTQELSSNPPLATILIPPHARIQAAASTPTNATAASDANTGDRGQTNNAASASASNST
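Assay system: GST-fused GSK3beta enzyme, cell-free / Medium: Tris pH 7.5 buffer with MgCl2, DTT, BSA, heparin / Also added: peptide substrate plus 25 µM ATP (final) / Compound: 10 µM single point / Timing: kinase reaction with compound 60 min at room temperature / Detection: ADP-Glo luminescence / Benchmarks: DMSO neutral wells and GW8510 at 20 µM as positive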
HDAC3 inhib: inhibitors of human histone deacetylase 3. O15379. recombinant HDAC3, fluorogenic peptide/trypsin coupled, fluorescence. inhibition, % at 8.3 µM. 320,000 tested, 0.15% active. AID 2718; in the data active means inhibition above about 26%, passing the limit was not always enough; inconclusive means no clear call, values can overlap the other calls
Target sequence (O15379 whole entry, looked up): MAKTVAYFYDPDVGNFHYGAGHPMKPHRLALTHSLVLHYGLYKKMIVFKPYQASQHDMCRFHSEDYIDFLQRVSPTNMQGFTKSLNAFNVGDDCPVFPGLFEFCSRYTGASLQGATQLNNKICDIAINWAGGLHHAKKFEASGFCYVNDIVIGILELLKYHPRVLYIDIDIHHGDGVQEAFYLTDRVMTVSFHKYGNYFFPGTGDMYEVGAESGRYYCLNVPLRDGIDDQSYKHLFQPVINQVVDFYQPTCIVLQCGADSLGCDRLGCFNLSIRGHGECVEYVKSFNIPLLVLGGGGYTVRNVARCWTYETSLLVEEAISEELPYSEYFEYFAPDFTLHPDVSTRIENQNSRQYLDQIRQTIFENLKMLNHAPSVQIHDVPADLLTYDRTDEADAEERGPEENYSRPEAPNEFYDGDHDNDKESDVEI
HSP90 refold inh: inhibitors of HSP90 luciferase refolding in rabbit reticulocyte lysate. luciferase refolding luminescence, 3 h. inhibition, % at 5.6 µM. 290,000 tested, 0.91% active;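 active means inhibition above the screen-wide mean plus 3 SD, computed separately per campaign, cut at about 16% in these data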;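 further: 0% = DMSO wells and 100% = 60 µM geldanamycin wells; inhibitors lower the luminescence because luciferase stays unfolded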
HSF1 inhib: HSF1 inhibition; NIH3T3-HGL HSE-luciferase, MG132-induced, luminescence 8 h; active compounds read low; 300,000 tested, 0.77% active; AID 2098; activity change, negative = inhibition, % at 7.5 µM (by protocol);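 active means more than half of replicate wells show activity change below -50%, luminescence cut by over half; inconclusive means some wells, but at most half, below -50%; inactive means no replicate well below -50%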;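 further: luciferase reports HSF-1 transcriptional activity via heat shock element; 0% = median of DMSO wells and -100% = zero luminescence signal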
GSK3A inh: human GSK-3 alpha kinase inhibition. 320,000 tested, 0.1% active. ADP-Glo luminescence, 60 min. inhibition, % at 10 µM;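 in the data active means inhibition above about 50%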;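 further: GST-tagged GSK-3 alpha with peptide substrate and 25 µM ATP; 0% = DMSO neutral wells and 100% = GW8510 positive control wells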
PolyA inhibitor: yeast polyadenylation inhibition. S. cerevisiae SKY197-pL101 polyadenylation reporter, beta-gal luminescence; efflux-impaired pdr1/pdr3 knockout yeast; score 100 = 6 SD above DMSO. calls only at 12 µM. 300,000 tested, 0.02% active;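 active means lowest replicate activity score at least 50, where 100 means six control SD above control mean; inconclusive means lowest score under 50 but half or more replicates reach 50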;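 further: yeast exposed to compound for 9 h at 30 °C; higher score means more reporter readthrough which indicates perturbed polyadenylation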
Platelet DG rel: modulates dense granule release in human platelets | human platelet-rich plasma, SFLLRN dense granule ATP release, luminescence | inhibition, %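 (compounds screened at 7.5 µM in platelet-rich plasma)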 | 300,000 tested, 0.22% active | AID 1663;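 active means mean replicate score, as percent of positive control, at or above 50; inconclusive means mean below 50 but at least one replicate at or above 50; inactive means mean and every replicate below 50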
* hit, by the source's call; i = inactive; u = inconclusive; x = not tested or not shown. This is a subset (hit frequency here may not be typical).

SMILES,Dyrk1A ADPGlo,PolyA inhibitor,HSF1 inhib,AI-2 QS mod,HDAC3 inhib,HSF1 activator,GSK3beta inhib,HSP90 refold inh,Platelet DG rel,GSK3A inh
CCN(CC1COc2ccccc2O1)S(=O)(=O)c1ccc(C)cc1 (stereo not drawn),-4.6,i,-0.2,13.6,8.9,1.3,-4.2,-2.8,-1.9,3.7
O=S(=O)(Nc1ccc(N2CCOCC2)cc1)c1ccc(F)cc1F,-2.1,i,-13.0,39.7,0.6,-8.7,-0.1,-2.3,-24.8,-1.0
CCN(CC)c1ccc2ccc(=O)oc2c1,-0.2,i,4.7,16.1,-8.9,4.1,0.6,2.4,-1.9,2.0
Cc1ccc2c(c1)N(C(=O)CCC(=O)N1CCCCC1)CCO2,5.0,i,-3.9,21.9,6.1,-7.2,2.0,-1.9,-0.7,-0.1
Cc1cccc(-c2c3c(=O)n(C)c(=O)n(C)c3c3cccnn23)c1,2.7,i,-4.3,22.6,2.5,-4.4,1.5,2.2,7.4,2.8
CCCOc1ccccc1C(=O)N(Cc1ccco1)C1CCS(=O)(=O)C1 (stereo not drawn),-4.1,i,-1.7,11.0,2.7,-4.9,1.1,3.0,1.5,-0.9
FC(F)(F)c1cc(-c2ccccc2)nc(N2CCOCC2)n1,-1.5,i,-19.6,6.5,6.4,-34.7,0.6,2.2,-2.0,-1.3
CCOC(=O)N1CCN(Cc2nc3cc(NC(C)=O)ccc3n2C)CC1,0.1,i,-8.5,18.7,8.3,-12.5,-1.9,-4.5,2.5,-2.1
O=C(CSc1nncn1-c1ccccc1)Nc1ccccc1,-2.8,i,7.4,9.0,-3.2,12.1,0.5,-1.9,4.9,-1.6
CC(c1ccco1)N(C(=O)c1ccccc1NS(=O)(=O)c1cccc([N+](=O)[O-])c1)c1ccccn1 (stereo not drawn),-0.7,i,-9.4,-11.3,4.6,-7.4,-0.4,0.4,-1.2,-3.4
CN1CCN(C2=C(NS(=O)(=O)c3cccs3)C(=O)c3ccccc3C2=O)CC1,-3.5,i,2.4,7.7,x,22.4,0.5,-0.2,8.1,-1.9
COc1cccc2cc(C(=O)C3=C(O)C(=O)N(CCN(C)C)C3c3ccc(F)cc3)oc12 (stereo not drawn),0.1,i,1.1,18.2,-0.5,2.2,-1.0,-3.1,-2.2,-3.1
CCCCN(CC)Cc1c(C)[nH]c2c(ccc3ccccc32)c1=O,9.1,i,-0.8,11.0,x,7.0,-7.8,-0.9,-3.5,-2.9
O=C1CCCN1CCCNS(=O)(=O)c1cccc(F)c1,x,i,-9.5,46.6,x,-11.9,0.7,2.6,2.5,x
Oc1ccccc1C=NC1=NN(c2cccc(C(F)(F)F)c2)CC1,4.5,i,1.4,9.8,u,-2.1,2.9,0.9,5.3,-2.2
O=C(NCCCN1CCOCC1)c1cc2ccccc2o1,4.8,i,-2.9,11.0,4.2,-6.5,0.4,0.6,-5.7,2.4
Cc1ccc(C)c(NC(=O)COC(=O)CNC(=O)c2ccccc2Cl)c1,-8.5,i,-9.2,6.0,-2.6,18.2,2.1,-5.6,-2.8,1.7
Cc1ccc(S(=O)(=O)NC(=O)Nc2ccc(C)cc2C)cc1,-5.0,i,-3.6,-7.6,-13.9,21.9,-0.6,0.1,-9.3,x
CCOC(=O)Cc1nn(C(C)C)c(=O)c2ccccc12,4.5,i,-0.6,7.1,-1.0,0.7,1.3,-4.0,-3.3,-2.4
O=S(=O)(c1ccccc1)N1CCN(S(=O)(=O)N2CCCCCC2)CC1,-1.9,i,-6.9,20.7,7.5,-17.6,-4.2,-1.6,-0.6,-1.7
Cc1ccc(S(=O)(=O)N2CCN(C)CC2)cc1,x,i,-2.0,1.9,11.5,2.4,0.7,-0.6,7.4,-0.6
COc1ccc(NC(=S)NC(NC(=O)c2cccc3ccccc23)C(Cl)(Cl)Cl)c([N+](=O)[O-])c1 (stereo not drawn),1.7,i,13.5,40.7,7.6,17.0,-0.1,2.3,10.1,2.0
O=S(=O)(CCN1CCN(C(c2ccccc2)c2ccccc2)CC1)C(F)(F)F,-7.0,i,-0.7,11.9,2.3,-2.6,0.0,-0.9,-2.0,-1.9
CC(C1CC1)N(C(=O)c1ccccc1[N+](=O)[O-])c1ccccc1 (stereo not drawn),1.3,i,-1.1,-5.1,5.0,-5.0,-0.7,0.1,-4.7,0.3
O=C(/C=C/c1ccco1)Nc1cccc(-c2nc3ccccc3[nH]2)c1,9.8,i,13.8,4.9,-10.1,35.0,-1.3,2.1,-0.2,-3.6
CC(NC(=O)CCCOc1ccc(Cl)cc1)c1ccccc1 (stereo not drawn),-2.7,i,2.0,0.3,-7.0,4.0,2.6,-0.8,12.6,-2.0
CCC(=O)Nc1ccc(NC(=O)CSc2nnnn2-c2cccnc2)cc1C,2.7,i,2.5,21.6,0.8,-1.8,2.1,4.2,-1.1,-6.5
CC1Cc2ccccc2N1C(=O)CSc1nc2ccccc2n1CC(=O)N1CCOCC1 (stereo not drawn),-4.7,i,-7.7,15.7,3.3,0.8,-1.0,2.5,-4.9,-0.6
CCn1c(SCC(=O)N2CCN(C)CC2)nc2c1c(=O)n(C)c(=O)n2C,-7.1,i,-4.9,x,0.9,-3.0,x,2.1,4.1,-1.7
O=C(O)C(Cc1ccccc1)n1c(=S)[nH]c2ccccc2c1=O (stereo not drawn),-4.5,i,-4.5,8.6,-6.8,-13.3,12.0,-3.1,-4.2,-2.5
COc1ccc(/C=C(/C#N)C(=O)NC2CCCCC2)cc1Br,-0.7,i,-2.3,-1.4,5.2,-13.7,-0.6,0.3,-3.1,-1.7
COc1ccc(CN(C)S(=O)(=O)c2nnc(NC(=O)c3cccc(F)c3)s2)cc1OC,0.4,i,-8.6,12.6,-4.9,-8.8,5.0,1.0,7.7,4.6
CCN(CC(=O)N1CCOCC1)S(=O)(=O)c1ccc2ccccc2c1,-4.6,i,0.5,24.0,2.2,-10.8,-1.8,-2.9,-10.3,-2.5
O=C(COc1ccc(Br)cc1Cl)NCCCN1CCOCC1,-7.5,i,-3.5,5.7,-11.1,-7.2,1.2,3.5,2.2,-1.9
Cc1ccc(-n2nc3c(=O)n(CC(=O)NCCc4cccs4)nc(C)c3c2C)cc1,3.9,i,-9.4,15.4,-2.3,-1.1,1.5,1.8,15.5,1.4
Cc1ccc2nc(C)cc(SCC(=O)N/N=C/c3ccco3)c2c1,-1.5,i,29.0,20.2,5.4,49.1,-1.1,1.8,-2.6,2.4
CCCCN(C(=O)CN1C(=O)C2CC=CCC2C1=O)c1c(N)n(CCC)c(=O)[nH]c1=O (stereo not drawn),-7.2,i,1.1,23.7,-7.5,14.1,-2.9,2.0,13.9,1.2
Cc1ccc2nc3c(cc(C(=O)NCC4CCCO4)c(=N)n3C3CCCC3)c(=O)n2c1 (stereo not drawn),-1.0,i,5.8,x,-419.6,20.9,x,2.5,0.9,-1.3
O=C(c1ccccn1)N(CC1CCCO1)C1(C(=O)NC2CCCCC2)CCCCC1 (stereo not drawn),-0.5,i,-2.3,-0.6,-8.1,1.0,-2.5,7.0,x,0.1
CCCC1(c2ccccc2)NC(=O)N(CC(=O)Nc2sc(-c3ccccc3)cc2C(=O)OCC)C1=O (stereo not drawn),-6.1,i,7.2,57.3,1.3,16.3,-18.3,10.4,1.9,0.3
CN(C)S(=O)(=O)c1ccc(C(=O)Nc2ccc3ncccc3c2)cc1,-3.1,i,-0.3,16.9,-3.9,-5.2,5.0,-1.7,8.4,1.2
CCNC(=O)CSc1nnc(C2CC2)n1-c1ccccc1,4.1,i,-11.3,10.6,-0.2,-7.0,-1.0,-2.2,-2.4,1.9
COc1ccc(-c2noc(C3CCCN(C(=O)Nc4ccccc4)C3)n2)cc1 (stereo not drawn),0.3,i,1.6,4.9,5.9,13.0,-3.4,18.6*,-1.3,-1.7
O=C(CSc1nc(N2CCCCC2)nc(N2CCCCC2)n1)N1CCc2ccccc21,x,i,x,-11.8,x,x,-1.3,-0.1,x,x
C=C1CCN([C@H](C(=O)Nc2ccc(OC)cc2)C(C)C)S(=O)(=O)c2ccccc21,7.7,i,3.1,5.3,-6.6,-7.7,-0.7,x,-2.0,-2.3
CCOC(=O)CC(=O)CSc1nnc2c(n1)[nH]c1ccccc12,-2.9,i,20.9,33.1,8.1,38.2,0.3,-1.5,-2.0,-1.1
COc1ccc(-c2csc(NC(=O)c3ccc(OCC(=O)N4CCOCC4)c(OC)c3)n2)cc1,2.4,i,-12.1,21.0,-6.7,-2.8,1.4,-3.9,1.6,-3.4
COc1ccc(Cc2[nH]n3c(=O)cc(C(C)C)nc3c2-c2ccccc2)cc1,-1.6,i,-7.5,29.4,-3.7,-3.0,2.8,1.3,4.4,-2.0
COc1ccc2c(c1)Cc1sc(NC(=O)c3cccnc3)nc1-2,-1.1,i,1.0,41.7,1.8,8.1,0.6,-5.8,10.9,7.3
Cc1cc(Nc2ccccc2C(=O)O)n(-c2ccc([N+](=O)[O-])cc2)n1,x,i,-7.1,-4.1,3.0,-4.2,-8.5,0.6,-1.6,-1.1
CC(C)(C)c1ccc(OCCCC(=O)Nc2ccc(S(N)(=O)=O)cc2)cc1,2.7,i,25.9,18.4,8.2,56.4*,3.2,-0.8,3.1,-1.8
Cc1cc(=O)[nH]c(Nc2cccc(C(F)(F)F)c2)n1,17.1,i,x,33.3,5.3,x,1.9,-3.6,-6.1,1.1
C#CC1(NC(=O)NS(=O)(=O)c2ccc(C)cc2)CCCCC1,x,i,-9.6,23.0,u,-4.9,1.4,-1.4,-6.4,-1.7
Cc1ccc(N2C(=O)CCC2=O)c(C)c1,1.3,i,3.7,9.5,-2.4,11.3,-4.8,x,-4.1,-2.3
Cc1cc(C(=O)NCCC2=CCCCC2)c(C)o1,-1.2,i,32.7,30.6,0.9,60.1*,-0.9,8.5,8.5,x
Cc1nn(C)cc1/C=N\NC(=O)c1ccc(Cn2cc(Cl)cn2)cc1,-9.9,i,-9.9,5.2,5.5,12.5,2.9,-0.3,-3.6,-1.2
CC1=C(C(=O)OCc2ccccc2)C(c2ccc([N+](=O)[O-])cc2)NC(=O)N1CCCC(=O)O (stereo not drawn),-44.3,i,-5.9,8.5,-0.4,-9.2,2.0,-1.4,-1.2,-1.5
